# Screening data (PubChem BioAssay)
# STAT3 act = increases IL-6 driven STAT3 reporter signal; activation (% of control), % at 5.6 µM; 0.91% of 190,000 active; AID 871; U3A cells, IL-6 STAT3-luciferase reporter, luminescence; 100% = signal with IL-6 EC80 alone;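 active means activation above the screen-wide mean of compound activation plus 3 SD, cut at about 130% in these data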;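 further: 0% = background luminescence of wells with medium and substrate only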
#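 Test system: STAT3-luciferase reporter U3A cells; Detection: reporter luminescence signal; Times: 1 h compound pre-exposure, 6 h IL-6 stimulation, 37 °C; Benchmarks: IL-6-only high control; Also added: IL-6 stimulus at 33 ng/mL final.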
# ROMK mod = modulators of human ROMK potassium channel; Tet-inducible ROMK, thallium flux fluorescence; actives lie on both sides; 2% of 130,000 active; P48048; B-score at 10 µM;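 active means signal ratio slope over the read window, or its plate-corrected B-score, at least 3 SD from the plate mean, either direction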;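 further: B-score of the F/F0 ratio slope over 7 to 12 s after thallium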
# Target sequence (P48048 whole entry, looked up): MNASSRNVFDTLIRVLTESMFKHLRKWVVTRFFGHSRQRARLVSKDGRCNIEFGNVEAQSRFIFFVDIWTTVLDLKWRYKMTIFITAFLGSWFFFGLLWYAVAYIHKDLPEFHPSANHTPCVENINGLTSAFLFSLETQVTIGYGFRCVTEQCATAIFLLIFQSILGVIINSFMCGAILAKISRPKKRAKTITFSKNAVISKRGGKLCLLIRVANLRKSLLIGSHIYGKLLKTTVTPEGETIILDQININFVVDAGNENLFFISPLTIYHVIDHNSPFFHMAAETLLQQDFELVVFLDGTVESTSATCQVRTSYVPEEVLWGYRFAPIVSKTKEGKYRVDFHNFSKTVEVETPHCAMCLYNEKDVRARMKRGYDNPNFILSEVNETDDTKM
# APP 5'UTR act = APP 5'UTR luciferase reporter activation; 1% of 190,000 active; SH-SY5Y APP 5'UTR luciferase reporter, luminescence; zero percent = DMSO vehicle wells; activation, % at 2 µM; AID 1276;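 active means activation above a set limit, based on mean plus 3 SD of controls, cut at about 140% in these data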; further: values of inactives mirror those of a sister screen read the other way
# NF-kB neuron act = raises NF-kB expression in human neuronal cells; NF-kB reporter expression; active compounds read high; fold change at 12.5 µM; 1.6% of 190,000 active; in the data active means fold change above about 3.3
# STAT3 blocker = inhibitors of IL-6 induced STAT3 signaling; U3A cells, IL-6 STAT3-luciferase reporter, luminescence; host cell line lacks STAT1; inhibition, % at 5.5 µM; 0.89% of 190,000 active; AID 862;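 active means inhibition above the mean inhibition across all screened compounds plus 3 SD, cut at about 44% in these data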;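 further: 0% = DMSO only wells and 100% = 100 µM nifuroxazide control wells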
# FLuc act counter = affects firefly luciferase, flagging false hits in luciferase stimulation screens; 200,000 tested, under 10 active; AID 1027; ATPlite luciferase biochemical, luminescence, 10 min; 0 = ATP-free wells, 1 = DMSO control; P08659; activation factor at 10 µM;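 active means luciferase activation factor, scaled between plate controls, of at least 2 with compound at 10 µM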
# Target sequence (P08659 whole entry, looked up): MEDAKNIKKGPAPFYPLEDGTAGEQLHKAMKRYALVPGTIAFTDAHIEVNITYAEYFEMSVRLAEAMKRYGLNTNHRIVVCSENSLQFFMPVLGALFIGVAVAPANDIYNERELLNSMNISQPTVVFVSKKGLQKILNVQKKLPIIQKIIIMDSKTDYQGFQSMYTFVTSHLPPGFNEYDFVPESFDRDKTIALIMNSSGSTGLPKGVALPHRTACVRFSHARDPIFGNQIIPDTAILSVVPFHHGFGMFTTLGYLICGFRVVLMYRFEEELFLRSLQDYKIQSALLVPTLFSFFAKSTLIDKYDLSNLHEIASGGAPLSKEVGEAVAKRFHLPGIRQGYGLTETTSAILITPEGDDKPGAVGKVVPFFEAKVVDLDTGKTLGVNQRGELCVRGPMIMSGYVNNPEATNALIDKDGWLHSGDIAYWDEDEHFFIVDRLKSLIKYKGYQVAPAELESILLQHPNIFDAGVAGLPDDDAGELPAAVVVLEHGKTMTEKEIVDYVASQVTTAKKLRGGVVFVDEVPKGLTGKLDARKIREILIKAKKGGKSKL
#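 Assay system: Luciferase/luciferin reagent mix; Medium: PBS as buffer for the ATP substrate; Dosing: test compounds dosed from 2 mM stocks in 100% DMSO; Times: 10 min, room temperature; Signal: luminescence from luciferase reaction; Read-out: luciferase activation; Controls: No-ATP low control, compound-free enzyme-plus-ATP high control.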
# APP 5UTR inh = APP translation inhibition. SH-SY5Y APP 5'UTR-luciferase reporter, luminescence. inhibition, % at 2 µM. 0.82% of 190,000 active;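 active means inhibition above a set limit, derived from the sample mean plus 3 SD, cut at about 45% in these data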; further: values of inactives mirror those of a sister screen read the other way
# STAT1 activator = STAT1 signaling activation; NIH 3T3 STAT1-luciferase reporter, IFN-gamma, luminescence; 100% = IFN-gamma alone, no compound; activation (% of control), % at 5.5 µM; 2.6% of 200,000 active; AID 932;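 active means activation above the screen-wide mean activation plus 3 SD, cut at about 130% in these data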;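 further: raw ratio to IFN-gamma control signal so 100% means no change and 0% no light; values of inactives mirror those of a sister screen read the other way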
# FLuc inhib CS = Photinus pyralis luciferase inhibition counter-screen; 1.5% of 200,000 active; ATPLite firefly luciferase biochemical luminescence, 10 min; P08659; AID 1006; inhibition, % at 10 µM;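 active means inhibition above about 50% when tested at 10 µM, limit read from the data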
# STAT1 inh = reduces IFN-gamma driven STAT1 reporter signal; NIH 3T3 STAT1-luciferase reporter, luminescence; inhibition, % at 5.5 µM; 0.35% of 200,000 active; AID 920;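 active means inhibition above a set limit, the mean inhibition across all tested compounds plus 3 SD, cut at about 34% in these data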;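 further: 0% = IFN-gamma with DMSO and 100% = IFN-gamma with 300 µM nifuroxazide; values of inactives mirror those of a sister screen read the other way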
# Starred values were filed as active, the others as inactive; . = not tested or not shown.
SMILES,STAT3 act,ROMK mod,APP 5'UTR act,NF-kB neuron act,STAT3 blocker,FLuc act counter,APP 5UTR inh,STAT1 activator,FLuc inhib CS,STAT1 inh
O=c1cc(-c2ccccc2)[nH]c2cc(Cl)ccc12,121,0.39,-95,1.1,-28,1,95*,106,0,-6
Cc1cc(NC(=O)CSc2ccc(-c3nc4cc(C)c(C)cc4[nH]3)cn2)no1,96,0.94,25,1.7,8,0.4,-25,120,61*,-22
CC1(C)N=C(N)N=C(N)N1c1ccc(F)cc1F,102,.,17,0.96,3,1.1,-17,104,-8,-4
CCN(CCO)Cc1csc2cc(C)ccc12,101,0.95,31,0.86,-3,1,-31,104,-1,-5
Cc1sc2c(c1C)c(=O)n(-c1ccccc1)c1nncn21,89,.,-9,0.99,15,1.1,8,96,-5,4
O=C(Nc1ccc(Cl)c(Cl)c1)C1CC(=O)N(c2ccc(Br)cc2)C1 (configuration not stated),105,.,2,1,-2,1,-2,106,-2,-6
O=C(CSc1ncc(C(F)(F)F)cc1Cl)N1CCN(S(=O)(=O)c2ccc3ccccc3c2)CC1,103,-0.066,13,1.3,-5,1.1,-13,92,-8,9
COc1cccc(-c2nc(-c3ccc(NC(=O)c4cccnc4)cc3)no2)c1,95,.,2,1,12,1,-2,102,-3,-3
NNc1nc2c(F)cccc2s1,152*,.,142*,1.2,-56,1,-142,146*,-3,-51
Cc1ccc(NC(=O)NC(=O)CSc2nnc(-c3ccc(Cl)cc3Cl)n2N)c(C)c1,101,.,-8,2,-3,0.9,8,107,7,-7
COc1ccc(OC)c(-n2c(SC)nnc2-c2c[nH]c3ccccc23)c1,102,.,.,0.81,7,1,.,97,-3,3
COc1ccc(-c2n[nH]c(C(F)(F)F)c2-c2cc3ccccc3o2)c(O)c1,102,.,-23,0.58,1,1,23,89,-2,12
Cc1ccc(Cn2c(=O)oc3ccccc32)cc1,103,0.57,5,1.1,5,1,-5,93,-2,8
CCOC(=O)N1CCN(S(=O)(=O)c2cccc3cccnc23)CC1,102,-0.074,18,1,0,1,-18,99,-3,1
N#C/C(=C\c1ccc(Cl)cc1Cl)c1n[nH]c(Cn2cncn2)n1,102,-2.3,11,1.1,-3,1,-11,93,-2,4
Cc1cc(C)c(C(CC(=O)c2cccs2)C(C#N)C#N)c(C)c1 (configuration not stated),94,0.11,83,3.1,5,1,-83,107,-2,-7
O=C(CSc1nnc(SCc2ccc(Cl)cc2)s1)N/N=C/c1c(Cl)cccc1Cl,100,.,18,1.1,-2,1,-18,110,4,-11
CC(C)CCn1nnnc1C(c1ccc(F)cc1)N1CCC(C(N)=O)CC1 (configuration not stated),97,.,16,1,10,1.1,-16,99,-11,1
COc1ccc(CNS(=O)(=O)c2ccc3c(c2)CCN3C(=O)C2CC2)cc1,97,0.009,2,0.99,1,1,-2,94,0,7
CC1CCc2c(C(=O)NCC3CCCO3)csc2C1 (configuration not stated),109,0.0018,22,1.8,-8,0.9,-22,111,8,-12
CC1C(c2ccccc2)N(C)C(c2ccccc2)C(C)C1(O)C#Cc1ccccc1 (configuration not stated),96,.,4,1.7,3,1.2,-4,93,-16,8
CCn1c(CSc2ncccn2)nnc1SCC(=O)N1CCCCC1,101,0.6,-5,1,4,1.1,5,99,-8,-1
O=S(=O)(NCc1ccccn1)c1ccccc1,97,1,-11,1,4,1,11,100,-4,2
CC(C)N1CCN(Cc2ccncc2)CC1CCO (configuration not stated),102,0.75,5,1.1,2,1,-5,95,-3,4

# Ordered by heavy-atom count (rising): eleven of the compounds above.
SMILES,STAT3 act,ROMK mod,APP 5'UTR act,NF-kB neuron act,STAT3 blocker,FLuc act counter,APP 5UTR inh,STAT1 activator,FLuc inhib CS,STAT1 inh
NNc1nc2c(F)cccc2s1,152*,.,142*,1.2,-56,1,-142,146*,-3,-51
O=S(=O)(NCc1ccccn1)c1ccccc1,97,1,-11,1,4,1,11,100,-4,2
Cc1ccc(Cn2c(=O)oc3ccccc32)cc1,103,0.57,5,1.1,5,1,-5,93,-2,8
CC1CCc2c(C(=O)NCC3CCCO3)csc2C1 (configuration not stated),109,0.0018,22,1.8,-8,0.9,-22,111,8,-12
N#C/C(=C\c1ccc(Cl)cc1Cl)c1n[nH]c(Cn2cncn2)n1,102,-2.3,11,1.1,-3,1,-11,93,-2,4
CCOC(=O)N1CCN(S(=O)(=O)c2cccc3cccnc23)CC1,102,-0.074,18,1,0,1,-18,99,-3,1
CCn1c(CSc2ncccn2)nnc1SCC(=O)N1CCCCC1,101,0.6,-5,1,4,1.1,5,99,-8,-1
COc1ccc(OC)c(-n2c(SC)nnc2-c2c[nH]c3ccccc23)c1,102,.,.,0.81,7,1,.,97,-3,3
COc1ccc(-c2n[nH]c(C(F)(F)F)c2-c2cc3ccccc3o2)c(O)c1,102,.,-23,0.58,1,1,23,89,-2,12
O=C(CSc1nnc(SCc2ccc(Cl)cc2)s1)N/N=C/c1c(Cl)cccc1Cl,100,.,18,1.1,-2,1,-18,110,4,-11
CC1C(c2ccccc2)N(C)C(c2ccccc2)C(C)C1(O)C#Cc1ccccc1 (configuration not stated),96,.,4,1.7,3,1.2,-4,93,-16,8

# Going on with the list:
SMILES,STAT3 act,ROMK mod,APP 5'UTR act,NF-kB neuron act,STAT3 blocker,FLuc act counter,APP 5UTR inh,STAT1 activator,FLuc inhib CS,STAT1 inh
CCOC(=O)C1=CSC2=NS(=O)(=O)CCN12,96,0.27,-9,1.1,8,1,9,95,-2,5
O=c1[nH]c2ccc(S(=O)(=O)Nc3ccc(-c4nnc5n4CCCCC5)cc3)cc2o1,115,.,-14,1.1,-13,1.1,14,98,-8,2
CCOC(=O)C1CCN(C(=O)N2CCOCC2)CC1,96,0.4,24,1.3,8,1,-24,94,-4,4
CC(/C=C1\SC(=S)N(C(C(=O)O)C(C)C)C1=O)=C\c1ccccc1 (configuration not stated),101,0.019,-22,1.1,2,1,22,98,-1,0
COc1ccc(OC)c(NC(=O)Cc2coc3cc(C)cc(C)c23)c1,94,-0.016,6,1.1,7,1,-6,95,0,6
Brc1[nH]nc2ccccc12,114,.,-2,0.98,-12,1.1,2,101,-6,-1
CN(C)S(=O)(=O)N1CCN(S(=O)(=O)N2CCOCC2)CC1,91,-0.059,8,1.1,12,1.1,-8,99,-6,0
O=C(c1ccc(Br)s1)N1CCN(Cc2ccc3c(c2)OCO3)CC1,97,.,-15,1.1,5,1.1,15,101,-10,-2
CCOC(=O)C(=O)N=Nc1c(O)n(C)c2ccccc12,94,-0.74,3,1.3,12,1,-3,109,-4,-11
NC(N)=N/N=C/c1cccc([N+](=O)[O-])c1O,95,-0.19,-7,1.1,10,1,7,99,2,-1
CCNS(=O)(=O)c1ccc(NC(=O)CC(C)c2ccccc2)cc1 (configuration not stated),104,-0.2,5,0.84,8,1.1,-4,105,-9,-6
CC(C)C(c1nnnn1Cc1ccco1)N1CCC(C(N)=O)CC1 (configuration not stated),103,0.68,10,1.1,-2,1.1,-10,92,-7,5
COc1ccc(CCNC(=O)C2CCN(S(=O)(=O)N3CCCCCC3)CC2)cc1OC,107,1.6,-4,1,-6,0.9,4,97,7,3
Cc1onc(-c2ccccc2Cl)c1C(=O)NCc1ccco1,100,-0.44,8,1.3,3,1,-8,102,-2,-3
CCOC(=O)C1CCCN(C(=O)c2cc(-c3ccc(C)cc3)on2)C1 (configuration not stated),95,.,47,1.3,9,0.8,-47,101,17,-1
CC(=O)Nc1ccc(NC(=O)c2ccc(CSc3ccccc3)o2)cc1,144*,-0.51,28,0.98,-45,1,-28,99,-2,1
CCOC(=O)C1=C(N)N2C(=O)C(C)SC2=C(C(=O)OCC)C1c1ccccc1 (configuration not stated),104,0.012,-2,1.1,-2,1,2,103,-3,-3
COc1ccccc1-c1nnc(SCC(=O)N2CC(C)CC(C)C2)o1 (configuration not stated),138*,.,9,0.87,-39,1,-9,100,3,0
Cc1cc(C(=O)N/N=C/C=C/c2cccc([N+](=O)[O-])c2)n[nH]1,84,0.91,-2,0.87,22,1.1,2,102,-7,-3
CC(C)[C@@H](C(=O)NCC1CCC(C(=O)O)CC1)n1nnc2ccccc2c1=O (some centres not stated),105,0.1,4,1.1,-2,1,-4,96,-4,4
COCC(=O)Nc1nc(-c2ccccc2)ns1,111,-1.3,22,1.5,-11,0.9,-22,111,10,-12
CC1CCC(C(=O)NC(C(=O)N2CCN(c3ccccn3)CC2)C(C)C)CC1 (configuration not stated),98,1.4,14,1,6,1,-14,100,4,0
Cc1c(Br)c([N+](=O)[O-])nn1CC(=O)N(C)Cc1ccccc1,93,-1,-13,1.1,14,1.1,13,108,-8,-10
CC(C)(C)c1ccc(OCC(=O)NC2CCS(=O)(=O)C2)cc1 (configuration not stated),98,.,14,1.2,4,1,-14,101,-4,-1
CC(C)Cc1nnc(NC(=O)CSc2nc(-c3ccccc3)cc(=O)[nH]2)s1,101,-0.54,16,1.3,4,1,-16,103,1,-5
O=C(O)COc1c(-c2ccccc2)oc2ccccc2c1=O,104,.,-9,0.89,-4,1,9,104,-2,-4
CN(C)C1=NC(=O)/C(=C\c2ccccc2)S1,94,-0.96,-1,1.1,9,1,1,102,-2,-3
c1cc2c(cc1Cn1cnnn1)OCO2,102,0.092,7,1.1,2,1,-7,98,-5,1
Cc1ccc(-c2cc(N)n3nc(-c4ccc(C)cc4)cc3n2)cc1,91,0.81,23,1.2,18,1,-23,102,-4,-2
Cc1cc(C)c(NC(=O)c2sc3nc4c(cc3c2N)C(=O)CC(C)(C)C4)c(C)c1,80,1.3,9,1,26,1,-8,92,-2,9
O=C(N/N=C/c1cccc(OCC(=O)N2CCCC2)c1)C(=O)Nc1ccccc1F,104,-0.0087,-9,0.94,-8,0.9,9,90,10,11
Cn1c(C(=O)OC(C(=O)NC2CCCCC2)c2ccncc2)cc2sccc21 (configuration not stated),101,.,-6,1.1,6,1.1,6,101,-11,-1
